# Source: PubChem BioAssay
# hgDAF12 agonist = hgDAF-12 agonism, primary luciferase screen; AID 687014; HEK293 GAL4-hgDAF12 UAS-luciferase reporter, agonist luminescence; normalized to butyrate control; activation, % at 6.8 µM; hit rate 1.8% among 370,000;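 active = activation above a cutoff set at the mean of all screened compounds plus 3 SD, cut at about 10% in these data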;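 note: 0% = DMSO wells and 100% = sodium butyrate wells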
# DAX1 inh-1 = blocks DAX1 repression of SF-1 activated StAR promoter | HEK293T StAR-luciferase reporter, SF-1/DAX-1 repression relief | inhibition, % at 6.8 µM | hit rate 1.1% among 370,000 | AID 652010;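 active = inhibition above the mean over all tested compounds plus 3 SD, cut at about 3.6% in these data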;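 note: 0% = DAX-1 cells with DMSO and 100% = cells lacking DAX-1 with DMSO; higher inhibition means more luminescence from relief of DAX-1 repression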
# SMARCA2 act = increases SMARCA2 function in MMTV reporter cells. MG213 cells, MMTV-luciferase reporter, dexamethasone, overnight. AID 652017. hit rate 1% among 370,000. activation, % at 9.1 µM; in the data active = activation above about 7.8%;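 note: 0% = vehicle wells and 100% = reference activator wells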
# DAX1 inh-2 = NR0B1 (DAX1) inhibition. AID 504766. inhibition, % at 6.75 µM. HEK293 Gal4-DAX1 luciferase reporter, luminescence. P51843. hit rate 0.99% among 340,000;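 active = inhibition above the mean over all tested compounds plus 3 SD, cut at about 4.2% in these data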;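 note: 0% = DAX1-transfected cells with DMSO and 100% = empty-vector control cells with DMSO; inhibition shows as a rise in luminescence from relieved DAX1 repression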
# PLCb3 inh = inhibitors of human phospholipase C beta3. Purified PLC-beta3, fluorogenic substrate, fluorescence. inhibition, % at 12.2 µM. hit rate 0.18% among 370,000; in the data active = inhibition above about 11%;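 note: 0% = median of compound wells on plate and 100% = full blocker control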
# Target sequence (Q01970 whole entry, looked up): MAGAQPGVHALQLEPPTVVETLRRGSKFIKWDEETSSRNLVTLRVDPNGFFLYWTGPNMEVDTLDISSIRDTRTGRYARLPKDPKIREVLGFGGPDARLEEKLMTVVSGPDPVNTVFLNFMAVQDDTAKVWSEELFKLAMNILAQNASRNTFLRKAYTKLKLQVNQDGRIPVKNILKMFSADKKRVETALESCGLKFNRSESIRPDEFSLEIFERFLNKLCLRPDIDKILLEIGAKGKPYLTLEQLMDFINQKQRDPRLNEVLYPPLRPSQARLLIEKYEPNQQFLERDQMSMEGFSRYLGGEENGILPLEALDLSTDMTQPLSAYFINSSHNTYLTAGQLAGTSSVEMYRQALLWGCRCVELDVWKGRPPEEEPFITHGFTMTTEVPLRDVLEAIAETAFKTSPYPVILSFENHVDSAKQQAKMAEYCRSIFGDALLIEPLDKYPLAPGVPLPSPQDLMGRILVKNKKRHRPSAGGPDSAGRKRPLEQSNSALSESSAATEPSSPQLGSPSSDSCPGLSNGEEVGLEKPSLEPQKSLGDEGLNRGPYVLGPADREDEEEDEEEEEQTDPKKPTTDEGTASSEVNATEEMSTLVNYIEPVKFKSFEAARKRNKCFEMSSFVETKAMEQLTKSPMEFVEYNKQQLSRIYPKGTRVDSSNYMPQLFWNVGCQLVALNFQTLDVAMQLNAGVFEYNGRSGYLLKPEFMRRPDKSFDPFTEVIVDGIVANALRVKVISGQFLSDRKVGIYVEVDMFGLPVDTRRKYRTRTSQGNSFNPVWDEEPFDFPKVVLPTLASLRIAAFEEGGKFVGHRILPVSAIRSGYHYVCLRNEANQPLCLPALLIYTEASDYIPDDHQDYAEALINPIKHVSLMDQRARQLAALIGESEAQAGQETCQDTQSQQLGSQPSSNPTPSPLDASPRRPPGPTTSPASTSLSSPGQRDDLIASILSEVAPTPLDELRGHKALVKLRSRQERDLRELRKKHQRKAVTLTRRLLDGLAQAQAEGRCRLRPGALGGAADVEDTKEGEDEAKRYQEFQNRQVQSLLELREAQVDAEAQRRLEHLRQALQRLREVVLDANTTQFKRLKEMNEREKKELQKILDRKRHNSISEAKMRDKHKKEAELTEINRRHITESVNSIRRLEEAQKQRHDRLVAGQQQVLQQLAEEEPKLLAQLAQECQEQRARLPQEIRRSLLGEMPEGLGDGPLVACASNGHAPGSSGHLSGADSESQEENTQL
# hcDAF12 agonist = activators of H. contortus DAF-12 nuclear receptor; HEK293 hcDAF-12 lit1-tk-luc reporter, luminescence; 0% DMSO, 100% Δ7-dafachronic acid; hit rate 1.4% among 370,000; activation, % at 6.8 µM;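 active = activation above the mean of all tested compounds plus 3 SD, cut at about 5.5% in these data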;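 note: 100% = response to 3 µM Δ7-dafachronic acid high control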
# PLC-gamma1 inh = inhibitors of human phospholipase C gamma1; P19174; purified PLC-gamma1, fluorogenic substrate, fluorescence; inhibition, % at 12.2 µM; hit rate 0.84% among 370,000; AID 720700; in the data active = inhibition above about 9.5%
# MBD2 DNA inh = MBD2-methylated oligo binding inhibition. TR-FRET, MBD2 binding to methylated oligonucleotide. inhibition, % at 4.4 µM. AID 686964. hit rate 0.31% among 370,000. Q9UBB5; in the data active = inhibition above about 13%
# NR1D1 modulator = Rev-erb alpha (human) modulation; P20393; Rev-erbα–FITC-DNA binding, fluorescence polarization, 90 min; activity, % at 10 µM; hit rate 0.79% among 370,000; AID 1259318;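 active = activity above about 14%, limit read from the data; passing the limit was not always enough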;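 note: 0% = DMSO wells with 35 nM protein and 100% = DMSO wells with 750 nM protein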
# ADAM17 inh = ADAM17 inhibition, QFRET primary screen; P78536; recombinant ADAM17, EDANS/DABCYL FRET peptide cleavage; inhibition, % at 6.95 µM; hit rate 0.83% among 370,000;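 active = inhibition above the mean of compounds lying between control limits plus 3 SD, set per campaign, cut at about 8.5% in these data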;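 note: 0% = DMSO-only wells as the low control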
# ssDAF-12 act = S. stercoralis DAF-12 activation, primary screen | HEK293 ssDAF-12/GRIP1 lit1-tk-luc reporter, luminescence; % of 3 µM dafachronic acid response | activation, % at 6.8 µM | hit rate 1% among 370,000 | AID 652126;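 active = activation above the mean over all tested compounds plus 3 SD, cut at about 0.9% in these data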;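 note: 0% = DMSO-only wells and 100% = 3 µM delta7-dafachronic acid wells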
# The depositor's hits bear a star; i = inactive; · = not tested or not shown; & = joins results of further samples.
# Every second line gives: hgDAF12 agonist	DAX1 inh-1	SMARCA2 act	DAX1 inh-2	PLCb3 inh	hcDAF12 agonist	PLC-gamma1 inh	MBD2 DNA inh	NR1D1 modulator	ADAM17 inh	ssDAF-12 act
CCN(CC)S(=O)(=O)c1cccc(C(=O)N/N=C/c2ccccn2)c1
→ 0.8	0.0	-1	0.8	-9	-0.2	-4	0	-4	-1	-1.8
CCOc1ccc(NC(=S)N2CCC(C(=O)c3ccc(F)cc3)CC2)cc1
→ -0.8	-0.4	-2	1.6	0	-1.1	2	4	0	-1	-1.0
COC(c1ccccc1)c1nnc(CCC(=O)N(C)CCCC2CCCC2)o1 (stereo not drawn)
→ 1.8	-0.5	2	3.9	-7	-0.7	0	1	·	-7	-1.0
CCOc1cc2nc3c4ccccc4n(C)c3nc2cc1OCC
→ -0.1	-0.2	3	-0.1	-44	-1.4	-40	1	-15	-5	-1.5
Cc1ccc(C(C)C)c(OCC(=O)Nc2ccc(N3CCOCC3)cc2N2CCOCC2)c1
→ -2.6	-1.2	-3	-1.1	-1	-1.7	-1	-6	-8	2	-0.8
N=C(N)SCc1cn(-c2ccccc2)nc1-c1ccc(Br)cc1
→ 5.8	0.9	-3	-1.8	5	-0.5	9.5*	0	4	0	-1.1
COC(=O)Nc1nc2ccc(C(=O)c3cccs3)cc2[nH]1
→ -1.0	8.7*	-2	0.0	-4	-1.3	4	-3	-4&3	1	0.1
CNCCCNC(=O)c1ccc(/C=N/O)nc1
→ 2.0	0.5	-2	0.3	3	-0.1	2	2	-1	-1	-0.8
CCN(Cc1ccncc1)Cc1ccc(Br)cc1
→ -1.8	-0.1	0	3.9	-7	-2.4	0	-9	0	3	-1.2
CC(OC(=O)c1ccc(OCC2CCCO2)cc1)C(=O)N(C)Cc1ccccc1 (stereo not drawn)
→ -0.5	-0.7	-1	-0.7	-7	-1.5	4	2	11	-1	-1.0
O=C(Cn1cnc2c(nnn2Cc2ccccc2)c1=O)Nc1ccc2c(c1)OCCO2
→ -0.2	-0.3	0	0.2	-7	0.8	2	2	-2	0	-1.0
CCn1cc(C(=O)NCCc2ccccc2)c(=O)c2cc(F)c(N3CCN(C)CC3)cc21
→ -2.2	0.0	-4	1.1	-16	-1.4	-10	-6	-3	-29	-1.0
Cc1ccc([N+](=O)[O-])cc1NC1CC(O)C(CO)O1 (stereo not drawn)
→ -1.3	0.9	3	0.4	1	5.0	0	-5	-4	-1	-0.4
Cc1ccc(NC(=O)C(C)OC(=O)c2n[nH]c3ccccc23)cc1 (stereo not drawn)
→ 8.5	0.8	-1	1.5	-6	0.1	-3	-2	-4	-2	-0.6
CC(NC(=O)c1ccc(CS(C)(=O)=O)cc1)C1CC2CCC1C2 (stereo not drawn)
→ -1.5	0.1	-2	-0.2	0	0.5	2	-1	2	-2	-0.8
COc1ccc(NC(=S)N/N=C/c2ccc(F)c(F)c2)cc1
→ 4.3	-0.9	0	-0.6	-10	-1.1	-1	-4	3	1	-1.6
CCC(CC)CC1CN2CCc3cc(OC)c(OC)cc3C2CC1(O)CC (stereo not drawn)
→ 0.5	-0.6	-6	0.3	i	-0.7	-445	-7	-6	-77	-1.2
O=C(CN1CCN(c2ccc([N+](=O)[O-])cc2)CC1)Nc1nccs1
→ -5.0	-0.9	-4	1.3	-1	-2.1	-2	-1	-5	-6	-1.7
CC(C)(C)N(Cc1ccccc1)C(=O)COC(=O)c1ccc([N+](=O)[O-])o1
→ -2.5	-3.1	-2	-0.4	-10	-0.2	2	3	-8	0	-0.5
CN(C)CC1CCCCC1OC(=O)/C=C/c1ccccc1 (stereo not drawn)
→ 0.3	0.2	-1	0.0	2	2.1	1	4	-5	-7	-1.4
CCN(CC)C(=O)N(CC)Cc1ccccc1
→ -0.5	0.3	2	-0.6	1	0.5	2	4	-6	0	-0.7
O=C(c1ccncc1)N1CCN(S(=O)(=O)c2cccc([N+](=O)[O-])c2)CC1
→ -0.5	-1.7	0	0.9	-4	-0.7	-2	4	-3	-3	-0.8
CC(=O)N1c2ccc(S(=O)(=O)NCCC(=O)N3CCCC(C)C3)cc2CC1C (stereo not drawn)
→ -0.9	-0.1	-3	-0.9	-10	-0.9	-1	2	3	-2	-1.4
COc1ccccc1NC(=O)COc1ccc(/C=N/n2cnnc2)cc1OC
→ 0.8	0.6	-6	0.0	0	-2.4	4	2	0	3	-2.0
COc1cccc(-c2cccc(NC(=O)C3CCN(Cc4nccs4)CC3)c2)c1
→ 2.3	-0.1	3	0.4	-6	1.6	4	6	5	-4	-0.1
CCCOc1ccc(NC(=O)C2CC(=O)N(C(C)C)C2)cc1 (stereo not drawn)
→ -0.7	-0.7	0	-0.7	-2	2.1	-3	-9	7	-2	-0.6
CCOc1ccc(N(CC(=O)NCc2ccccc2)S(C)(=O)=O)cc1
→ 0.0	-0.1	4	1.6	4	-1.0	2	-3	-4	-1	-0.7
O=C(COC(=O)C1CCN(S(=O)(=O)c2ccc3c(c2)OCCO3)CC1)Nc1ccc(C(F)(F)F)cc1
→ 1.0	-0.7	2	0.6	4	1.4	1	-5	1	8.7*	-1.3
O=C(CSc1nnc(-c2cccnc2)o1)Nc1ccccc1F
→ 14*	8.4*	2	0.9	-13	3.2	3	3	7	-7	0.4
Cc1cc2[nH]c(=O)c(=O)[nH]c2cc1S(=O)(=O)N(C)C1CCCCC1
→ -4.5	0.7	0	0.7	-34	-0.6	-24	-6	1	-17	-1.1

# A run of entries from further up:
# Every second line gives: hgDAF12 agonist	DAX1 inh-1	SMARCA2 act	DAX1 inh-2	PLCb3 inh	hcDAF12 agonist	PLC-gamma1 inh	MBD2 DNA inh	NR1D1 modulator	ADAM17 inh	ssDAF-12 act
CCN(CC)C(=O)N(CC)Cc1ccccc1
→ -0.5	0.3	2	-0.6	1	0.5	2	4	-6	0	-0.7
O=C(c1ccncc1)N1CCN(S(=O)(=O)c2cccc([N+](=O)[O-])c2)CC1
→ -0.5	-1.7	0	0.9	-4	-0.7	-2	4	-3	-3	-0.8
CC(=O)N1c2ccc(S(=O)(=O)NCCC(=O)N3CCCC(C)C3)cc2CC1C (stereo not drawn)
→ -0.9	-0.1	-3	-0.9	-10	-0.9	-1	2	3	-2	-1.4
COc1ccccc1NC(=O)COc1ccc(/C=N/n2cnnc2)cc1OC
→ 0.8	0.6	-6	0.0	0	-2.4	4	2	0	3	-2.0
COc1cccc(-c2cccc(NC(=O)C3CCN(Cc4nccs4)CC3)c2)c1
→ 2.3	-0.1	3	0.4	-6	1.6	4	6	5	-4	-0.1
CCCOc1ccc(NC(=O)C2CC(=O)N(C(C)C)C2)cc1 (stereo not drawn)
→ -0.7	-0.7	0	-0.7	-2	2.1	-3	-9	7	-2	-0.6
CCOc1ccc(N(CC(=O)NCc2ccccc2)S(C)(=O)=O)cc1
→ 0.0	-0.1	4	1.6	4	-1.0	2	-3	-4	-1	-0.7
O=C(COC(=O)C1CCN(S(=O)(=O)c2ccc3c(c2)OCCO3)CC1)Nc1ccc(C(F)(F)F)cc1
→ 1.0	-0.7	2	0.6	4	1.4	1	-5	1	8.7*	-1.3
O=C(CSc1nnc(-c2cccnc2)o1)Nc1ccccc1F
→ 14*	8.4*	2	0.9	-13	3.2	3	3	7	-7	0.4

# Next part.
# Every second line gives: hgDAF12 agonist	DAX1 inh-1	SMARCA2 act	DAX1 inh-2	PLCb3 inh	hcDAF12 agonist	PLC-gamma1 inh	MBD2 DNA inh	NR1D1 modulator	ADAM17 inh	ssDAF-12 act
CCn1c(SCc2ccccc2)nnc1C1CCCCC1
→ -3.8	0.2	-3	-0.7	-4	-2.8	1	1	1	1	-0.7
O=C1NCCN1C(=O)N(c1ccccc1)c1ccccc1
→ 0.8	0.1	-3	1.1	3	-0.5	3	-4	0	2	-1.5
COc1ccccc1NC(=O)CSc1nnc(-c2ccco2)o1
→ 0.2	-0.3	-4	-0.6	0	-1.4	-2	0	-1	-1	-1.4
O=C(Nc1ccccc1N1CCCCC1)c1cccc(Cl)c1
→ 0.7	-0.5	-1	1.1	-3	-1.5	1	-3	3	-1	-0.9
Cn1c(=O)c2cc(S(=O)(=O)NC(C(=O)Nc3cccc(F)c3)c3ccccc3)ccc2n(C)c1=O (stereo not drawn)
→ 4.0	-0.2	-7	0.9	-4	0.9	2	0	1	0	0.5
O=C(CSc1nnnn1C1CCCCC1)NCc1cccc(C(=O)O)c1
→ 1.9	-0.2	0	0.4	0	-1.2	-1	1	-3	-3	-0.6
COc1cc(C(=O)NCCN2C(=O)S/C(=C\c3cccs3)C2=O)cc(OC)c1OC
→ 2.7	0.9	-3	-1.1	1	0.7	10*	-6	-3	-2	-1.0
CCOC(=O)c1c(C)oc2cc(Br)c(OC(=O)N3CCOCC3)cc12
→ -1.5	-0.8	1	-0.3	1	-1.8	0	-1	-5	-2	-1.4
CCC(C)NC(=O)C(Cc1ccccc1)NS(=O)(=O)c1cccc2nsnc12 (stereo not drawn)
→ -1.3	-0.1	2	1.2	-3	-1.8	-2	-6	1	-3	-0.8
CCOCCc1nnc(N)s1
→ -0.2	0.6	-3	2.1	4	-0.3	0	-7	2	-2	-1.5
O=C(CCNC(=O)c1ccc([N+](=O)[O-])cc1)NCc1ccccc1
→ 1.7	-0.5	-2	1.2	-7	-0.4	3	3	-5	-7	0.0
COCCN(C(=O)COC(=O)C1CCC(C(C)(C)C)CC1)c1c(N)n(Cc2ccccc2)c(=O)[nH]c1=O (stereo not drawn)
→ -2.1	0.2	-3	-1.1	-2	-1.8	2	-3	-9	-1	-1.4
Cc1cc(Oc2ccc(C)c(Cl)c2)nc(SCC(=O)c2ccccc2)n1
→ 0.5	0.1	-1	-1.2	3	-0.1	1	5	3	-3	-1.1
COc1ccccc1/C=C(\C#N)C(=O)c1cccn1C
→ 1.4	0.7	2	1.8	-7	2.3	-1	2	-1	-3	-0.9
Cc1cc(=O)oc2cc(NC(=S)NCc3ccccn3)ccc12
→ 6.8	0.1	4	3.5	i	0.7	i	4	-1	i	-1.1
CCCc1ccc(C#N)c(SC2CC(=O)N(c3ccc(OC)cc3)C2=O)n1 (stereo not drawn)
→ 1.4	0.1	4	0.1	-12	0.6	-4	-6	-6	-3	-1.4
Cc1cc(N=Cc2c(O)ccc3ccccc23)no1
→ 0.1	-0.4	-4	0.2	-1	1.6	1	-3	1	2	0.3
O=C(NCCCN1CCOCC1)C(=O)NCc1ccccc1
→ 0.1	1.2	-2	0.5	-5	1.1	-2	3	-2	-6	-0.7
Cc1cc2nc(SCCOC(=O)Nc3ccc(Cl)cc3)nc(C)c2cc1C
→ 0.7	0.2	0	0.8	3	1.5	1	-1	4	-2	-0.9
COc1cc(C2/C(=C(\O)c3ccc4c(c3)CC(C)O4)C(=O)C(=O)N2CCCn2ccnc2)ccc1O (stereo not drawn)
→ -0.8	0.0	1	-0.4	1	-0.1	1	-9	2	1	-1.0
C=CCn1c(SCc2ccc(C(=O)O)cc2)nc2sc(C)c(C)c2c1=O
→ -1.0	0.3	0	0.3	-7	-0.3	0	-5	-1	-4	-2.0
Nc1ccc2nc(-c3ccccc3)sc2c1
→ 11*	1.6	4	-3.2	i	9.7*	i	-3	-5	i	0.5
COc1ccccc1C(c1nnnn1Cc1ccccc1)N1CCN(C2CCCC2)CC1 (stereo not drawn)
→ 0.7	-0.1	-2	1.4	6	-0.4	5	-1	1	3	-1.2
